# p53 reactivator = re-activators of mutant p53. H1299 p53-A138V BP100-luciferase reporter, luminescence, 24 h. AID 504706. hit rate 0.063% among 320,000. Potency, µM (series often up to 92.2 µM), inactives show at the top dose activity change, positive = activation, most hits filed as activators; further: potency means the concentration at half of the fitted maximal effect; % of control where 0% means no effect; nearly all actives have a fitted effect of over 45% in size
#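 p53-null H1299 cells stably carrying temperature-sensitive p53-A138V and a BP100-luciferase reporter were pinned with compounds (4-point, 1:5 series) and held 24 hrs at 37 deg C. Luminescence was read 10 min after detection reagent.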
# FLuc counter = counter-screen for miR-21 project: firefly luciferase inhibitors or activators | purified FLuc, Km substrates, luminescence inhibition | AID 588342 | P08659 | Potency, µM (highest dose often 57.5 µM), for the others: at the top dose activity change, negative = inhibition, hits mostly inhibitors | hit rate 6.9% among 360,000;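 further: potency means the concentration at half of the fitted maximal effect; plate controls were vehicle for no effect and reference inhibitor for full effect; nearly all actives have a fitted effect of over 55% in size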
# Target sequence (P08659 whole entry, looked up): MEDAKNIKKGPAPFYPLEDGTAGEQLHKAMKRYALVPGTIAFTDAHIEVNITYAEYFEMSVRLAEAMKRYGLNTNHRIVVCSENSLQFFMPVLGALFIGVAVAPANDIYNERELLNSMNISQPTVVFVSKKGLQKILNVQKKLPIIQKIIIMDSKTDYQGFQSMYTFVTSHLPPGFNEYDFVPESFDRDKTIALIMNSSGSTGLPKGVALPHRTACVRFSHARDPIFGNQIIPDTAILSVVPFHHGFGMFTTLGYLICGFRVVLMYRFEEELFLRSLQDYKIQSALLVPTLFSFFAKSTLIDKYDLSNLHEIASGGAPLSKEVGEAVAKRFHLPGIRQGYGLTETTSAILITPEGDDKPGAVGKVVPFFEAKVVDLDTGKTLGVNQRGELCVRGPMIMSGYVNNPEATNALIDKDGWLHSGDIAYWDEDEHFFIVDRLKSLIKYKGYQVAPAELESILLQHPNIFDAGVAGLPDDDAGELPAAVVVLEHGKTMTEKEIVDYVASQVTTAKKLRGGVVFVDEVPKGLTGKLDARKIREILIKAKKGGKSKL
#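 Biochemical qHTS of compounds, final roughly 60 µM downward over six points, against 10 nM purified firefly luciferase using Km concentrations of substrates (10 uM D-luciferin, 10 uM ATP) in Tris acetate pH 7.5 buffer; luminescence output.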
# NPC1 promoter act = activates the NPC1 promoter; hit rate 2.4% among 320,000; Potency, µM (doses to about 9.22 µM), for inactives: at the highest dose activation, actives largely listed as activators; AID 485313; Huh7 NPC1 promoter luciferase reporter, 24 h;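 further: potency means the concentration at half of the fitted maximal effect; % of control where 0% means no effect; nearly all actives have a fitted effect of over 60% in size; reporter is driven by a mutant NPC1 promoter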
#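 NPC1 promoter–luciferase Huh7 cells; 24 h compound; luminescence.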
# RORgamma inh = blocks mouse ROR gamma transcriptional activity | P51450 | Drosophila S2 Gal4-RORgamma UAS-luciferase reporter, 20 h | Potency, µM (doses to about 53.6 µM), without a hit: at the highest dose activity change, negative = inhibition, most hits filed as inhibitors | hit rate 5.4% among 310,000; further: potency means the concentration at half of the fitted maximal effect; on the % scale 0 is the no-effect control and ±100 the full control effect; nearly all actives have a fitted effect of over 60% in size
#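 Using a luciferase readout, inhibitors were identified by reduced reporter activity in Drosophila cells coexpressing a copper-inducible Gal4–ROR gamma fusion and UAS-driven Photinus luciferase, incubated 20 hr after 700 uM copper sulfate.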
# ELG1 repair inh = inhibitors of ELG1-dependent DNA repair in HEK293T cells | HEK293T ELG1-luciferase reporter, luminescence, 16 h; DNA damage induced by 5-fluorouridine | Potency, µM (top dose mostly 46.1 µM), for inactives: at the highest dose activity change, negative = inhibition, actives largely listed as inhibitors | hit rate 2.3% among 330,000 | AID 504467; further: potency means the concentration at half of the fitted maximal effect; on the % scale 0 is the no-effect control and ±100 the full control effect; nearly all actives have a fitted effect of over 55% in size
#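 Cells (2,000 per well) received 5-fluorouridine plus test compound or DMSO and were incubated 16 hr at 37 °C, 5% CO2. Luciferase activity was read by luminescence 30 min after ONE-Glo addition; signal suppression marked inhibition of damage-induced ELG1 function.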
# VP16 counter = counter-screen for ROR gamma inhibitors: Gal4-VP16 reporter; Potency, µM (top dose mostly 53.6 µM), for the others: top-dose activity, negative = inhibition, actives largely listed as inhibitors; AID 2546; hit rate 3.5% among 310,000; Drosophila S2 Gal4-VP16 UAS-luciferase, luminescence, 20 h;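 further: Gal4-VP16 expression switched on by copper sulfate through the metallothionein promoter; potency means the concentration at half of the fitted maximal effect; on the % scale 0 is the no-effect control and ±100 the full control effect; nearly all actives have a fitted effect of over 50% in size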
# TRPV1 ag = agonists of human vanilloid receptor 1 (TRPV1); TRPV1-expressing cells, Fluo-8 calcium influx, agonist mode; activation, % at 8.33 µM; hit rate 0.19% among 320,000; AID 540275; in the data active means activation above about 80%; inconclusive means between about 30% and that limit; further: 0% is about no effect
#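 Fluo-8 calcium influx in TRPV1-expressing cells, kinetic read (ex 480/em 520 nm). Compound added and read 3 min for agonist activity, followed by capsaicin at EC20 final and 2 min further read for enhancement.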
# ELG1 genotoxic = genotoxicity induction in ELG1-luciferase HEK293T cells; HEK293T ELG1-luciferase reporter, luminescence, 16 h; hit rate 1.3% among 330,000; Potency, µM (doses to about 46 µM), inactives show at the top dose activity change, positive = activation, actives largely listed as activators; further: potency means the concentration at half of the fitted maximal effect; % of control where 0% means no effect; nearly all actives have a fitted effect of over 60% in size
#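 Step 1: seed 2,000 HEK293T ELG1-luciferase cells per well. Step 2: add compound or DMSO, incubate 16 hr at 37 °C. Step 3: ONE-Glo, 30 min at room temperature, read luminescence.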
# Rab9 promoter act = activates the Rab9 promoter | AID 485297 | Potency, µM (series often up to 9.22 µM), without a hit: at the highest dose activation, negative = inhibition, usual class: activators | hit rate 2.8% among 320,000 | Huh7 Rab9 promoter-luciferase reporter, luminescence, 24 h; further: potency means the concentration at half of the fitted maximal effect; % of control where 0% means no effect; nearly all actives have a fitted effect of over 60% in size
#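 Cells were plated at 1500 per well in reduced-serum medium with 10% FBS and left 2 h. Compound in DMSO was then added for 24 h at 37 °C. Reporter signal was read by luminescence after 10 min with luciferase detection reagent.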
# BRCA1 expr act = BRCA1 expression activation; MCF7-BRCA1-FFLuc reporter, luminescence, 48 h; response scale: scaled: vehicle 0%, 10 µM genistein 100%; Potency, µM (series often up to 46.1 µM), without a hit: top-dose activation, usual class: activators; hit rate 1.1% among 380,000; AID 624202; further: potency means the concentration at half of the fitted maximal effect; nearly all actives have a fitted effect of over 80% in size; some results filed as inactive show a strong effect at the top dose
#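 Using MCF7 cells harboring a BRCA1 firefly luciferase reporter, plated 2 h before compound pinning, the screen measured luminescence after 48 h incubation. Responses were normalized to DMSO and 10 microM genistein, then fitted for concentration-effect.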
# Tb PFK inh = T. brucei PFK enzyme inhibition. O15648. hit rate 0.17% among 330,000. Potency, µM (titrated, usually from 57.5 µM), without a hit: top-dose activity, negative = inhibition, most hits filed as inhibitors. T. brucei PFK, ADP-Glo luminescence;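 further: potency means the concentration at half of the fitted maximal effect; 0% = uninhibited 1x PFK enzyme wells and -100% = no-enzyme wells; nearly all actives have a fitted effect of over 60% in size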
# Target sequence (O15648 whole entry, looked up): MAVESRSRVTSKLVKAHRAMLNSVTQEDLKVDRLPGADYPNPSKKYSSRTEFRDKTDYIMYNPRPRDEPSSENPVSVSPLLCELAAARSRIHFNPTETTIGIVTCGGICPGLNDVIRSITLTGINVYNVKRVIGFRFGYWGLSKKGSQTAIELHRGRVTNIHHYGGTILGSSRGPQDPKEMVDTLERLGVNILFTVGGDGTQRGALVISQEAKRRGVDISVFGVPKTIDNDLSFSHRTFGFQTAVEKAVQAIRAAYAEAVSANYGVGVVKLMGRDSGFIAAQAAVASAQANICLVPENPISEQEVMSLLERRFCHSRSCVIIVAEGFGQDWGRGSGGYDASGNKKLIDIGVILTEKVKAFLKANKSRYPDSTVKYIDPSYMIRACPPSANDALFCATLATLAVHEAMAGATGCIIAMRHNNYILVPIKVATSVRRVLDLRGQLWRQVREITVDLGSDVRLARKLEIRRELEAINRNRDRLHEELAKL
#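 In TEA buffer at pH 8.0 with 5 mM MgCl2, enzyme (1.25 nM) converted F6P (0.5 mM) and ATP (0.1 mM) for 45 min at room temperature. ADP product was read by luciferase luminescence.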
# * hit, by the source's call; ? = inconclusive; . = no result given; & = joins results of further samples; [ ] = another dose, or the depositor's remark. Unless noted, the call rests on the fitted dose curve; in most records, active means well fitted curve in the direction sought with a large enough effect; inconclusive means small, poorly fitted or top-dose-only effect, or another doubt; inactive means no such curve, though single readings can be large; an effect the other way counts as inactive or inconclusive.
SMILES,p53 reactivator,FLuc counter,NPC1 promoter act,RORgamma inh,ELG1 repair inh,VP16 counter,TRPV1 ag,ELG1 genotoxic,Rab9 promoter act,BRCA1 expr act,Tb PFK inh
CC1CCCC(C)N1C(=O)COC(=O)CNC(=O)c1sc2ccccc2c1Cl (configuration not stated),-3.6%,?,-3.6%,.,1.0%,.,10.5,1.4%,-1.8%,0.5%,0.1%
O=[N+]([O-])c1ccc(Cc2ccccn2)cc1,4.3%,-4.2%,0.2%,.,?,.,-2.8,3.0%,-0.4%,3.2%,?
CC(C)COc1ccc(C(=O)NNC(=O)CCC(=O)c2cccs2)cc1,-5.2%,.,.,.,0.0%,.,.,1.2%,.,44.7%,-2.3%
COc1cccc(NC(=O)CCP(C)(=O)O)c1,-3.8%,-2.3%,-0.1%,-10.7%,0.0%,-5.6%,2.6,-9.5%,2.9%,3.9%,0.5%
CCOC(=O)N1CCN(C(=O)c2ccc(NC(C)=O)cc2)CC1,0.1%,-1.1%,2.7%,0.8%,-5.2%,0.9%,0.0,0.1%,-10.1%,4.0%,-5.1%
C=CCc1cc(C)ccc1OCCOCCC(C(=O)OCC)C(=O)OCC,4.2%,-0.5%,-1.8%,14.5%,-1.1%,-4.8%,?,-1.1%,1.4%,-4.0%,0.0%
COc1ccc(CC(=O)n2nc(-c3ccccc3)nc2NCc2ccco2)cc1,?,?,17.2%,23.4%,?,20.2%,4.8,?,-1.8%,57.5%,-0.4%
Cc1noc(C)c1S(=O)(=O)N(C)C[C@H]1Oc2ccc(NS(=O)(=O)c3ccc(F)cc3)cc2C(=O)N([C@H](C)CO)C[C@@H]1C,5.9%,.,.,.,5.8µM*,.,.,2.8%,.,12.2%,-6.6%
COc1cccc(/C=C2\SC(=O)N(CCC(=O)NNC(=O)c3ccccc3Cl)C2=O)c1,5.5%,0.7%,16.7%,0.4%,?,-7.4%,3.2,15.8%,17.2%,22.9%,-3.6%
Cc1ccc(C(C)C)cc1S(=O)(=O)Nc1cccnc1,-17.7%,-3.1%,0.6%,16.0%,-3.3%,-6.1%,1.5,-1.0%,-1.0%,11.4%,-2.7%
COc1ccccc1N1CCN(C(=O)c2cccc(S(=O)(=O)NCc3cccnc3)c2)CC1,-3.9%,-0.4%,-1.8%,.,?,.,1.2,-6.2%,-2.0%,0.0%,6.5%
COc1ccc(N2CCCC2)c(NC(=O)c2ccc([N+](=O)[O-])o2)c1,?,4.1%,-5.1%,-25.4%,5.1%,-14.0%,0.2,-16.0%,-1.5%,-68.8%,14.3%
CCc1nc2cccnc2n1-c1ccc(C(=O)O)cc1,0.4%,0.5%,-1.3%,14.3%,14.3%,-11.2%,0.3,0.9%,6.8%,-0.2%,1.3%
c1ccc(C(c2ccccc2)c2noc(CN3CCN(C4CCCC4)CC3)n2)cc1,23.0%,5.4%,-6.2%,-13.5%,6.7%,3.4%,1.8,0.6%,-5.8%,-18.7%,4.4%
CCN(CC)CCn1c(N)nc2ccccc21,6.6%,0.1%,-2.6%,-4.2%,-3.6%,9.5%,-1.1,0.5%,-4.1%,0.0%,-1.2%
O=C(Nc1ncccc1O)c1ccc(Oc2ccccc2)cc1,?,6.75µM*,1.78µM*,?,?,14.1µM*,-2.0,9.2µM*,2.82µM*,74.0%,-21.4%
Clc1ccc(Cl)c(-c2nn3c(COc4ccccc4)nnc3s2)c1,2.3%,-12.5%,-1.7%,-9.0%,-4.3%,-3.3%,6.0,-0.6%,4.8%,-22.5%,-15.8%
CCCCN(C)CCCNC(=O)c1cccc(N2CCCC2=O)c1,0.4%,2.3%,4.4%,14.6%,0.0%,3.3%,-10.6,-2.0%,-1.7%,27.6%,4.5%
CCOc1ccc(NC(=O)c2ccncc2)cc1,17.8%,?,12.6%,22.4%,22.1%,-1.8%,22.5,?,4.2%,-2.1%,-0.8%
CCN(CC)S(=O)(=O)c1ccc2c(c1)NC(=O)C1CCCN21 (configuration not stated),-2.3%,-0.8%,-3.3%,17.6%,16.6%,0.8%,3.6,1.5%,3.1%,-24.1%,-3.6%
NS(=O)(=O)c1ccc(NC(=S)Nc2ccc(OCc3ccccc3)cc2)cc1,0.8%,-3.5%,-4.4%,-18.6%,?,-1.7%,1.1,3.9%,-3.6%,?,-1.4%
COc1ccccc1-n1nnnc1SCC(=O)N(CC(C)C)C1CCS(=O)(=O)C1 (configuration not stated),-3.8%,3.8%,1.4%,-16.0%,?,4.0%,-1.2,4.1%,-0.1%,-11.2%,-6.0%
CC1C(=O)Nc2ccccc2N1C(=O)C1CC1 (configuration not stated),-4.5%,1.1%,-0.2%,-38.6%,5.4%,7.6%,-4.8,-0.7%,6.9%,-11.8%,2.9%
Cc1ccccc1OCC(O)CN1CCN(CC(O)COc2ccccc2C)CC1 (configuration not stated),7.9%,2.1%,0.6%,-0.5%,?,-7.1%,4.4,-6.0%,-1.2%,-17.2%,4.9%
CC(C)N(C(=O)c1nn(C)c2c1CSc1ccccc1-2)C1CCCCC1,-3.8%,-0.8%,0.8%,0.3%,?,-13.9%,23.5,-10.4%,-2.4%,-25.8%,0.9%

# Part of the list above, with values under each structure.
# Below each SMILES: p53 reactivator, FLuc counter, NPC1 promoter act, RORgamma inh, ELG1 repair inh, VP16 counter, TRPV1 ag, ELG1 genotoxic, Rab9 promoter act, BRCA1 expr act, Tb PFK inh
O=[N+]([O-])c1ccc(Cc2ccccn2)cc1
  4.3%, -4.2%, 0.2%, ., ?, ., -2.8, 3.0%, -0.4%, 3.2%, ?
CC(C)COc1ccc(C(=O)NNC(=O)CCC(=O)c2cccs2)cc1
  -5.2%, ., ., ., 0.0%, ., ., 1.2%, ., 44.7%, -2.3%

# New compounds follow.
SMILES,p53 reactivator,FLuc counter,NPC1 promoter act,RORgamma inh,ELG1 repair inh,VP16 counter,TRPV1 ag,ELG1 genotoxic,Rab9 promoter act,BRCA1 expr act,Tb PFK inh
Cc1nn(Cc2ccccc2Cl)c(C)c1C(=O)NCc1ccco1,-3.8%,-0.5%,-2.3%,-3.0%,6.7%,9.6%,-0.2,1.4%,0.0%,-4.0%,2.5%
NC(=O)c1ccccc1OCC(=O)N1CCCc2ccccc21,29.5%,?,17.9%,13.6%,18.7%,0.6%,4.1,2.3%,30.0%,77.3%,-3.6%
C=CCC[C@@H](Cc1ccc(F)cc1)C(=O)OC[C@@H](Cc1c[nH]c2ccccc12)NC(=O)[C@H](CC=C)CC(=O)NCCO,1.6%,.,.,.,-20.6%,.,.,-3.3%,.,-57.3%,-0.3%
CN(CC(=O)Nc1ccc(F)c(F)c1F)C(=O)c1ccc2c(c1)NC(=O)CS2,-14.0%,8.8%,-0.4%,.,-7.6%,.,1.3,-1.2%,-1.7%,-16.8%,-0.2%
COc1ccc(/C=C2\SC(N3CCCCC3)=NC2=O)cc1,?,10.7µM*,?,-18.5%,?,-18.0%,-2.2,10.3%,?,82.9%,0.5%
Cc1nn(C)c(C)c1NC(=O)c1cnn2c(C(F)F)cc(-c3ccccc3)nc12,2.4%,-1.0%,-7.7%,1.8%,4.1%,-1.2%,1.3,0.4%,-2.9%,.,-0.4%
CC1(C)NC(C)(C)C(O)(C(N)=O)C1=O (configuration not stated),-3.7%,-0.6%,0.5%,-8.8%,15.9%,-17.2%,.,-1.1%,3.8%,4.9%,0.0%
C1=C(c2ccccc2)Nc2nnnn2C1c1cccs1 (configuration not stated),?,2.0%,22.1%,14.9%,?,15.4%,8.6,2.3%,?,15.3%,0.6%
CC1SCC(NC(=O)c2ccc(Cl)cc2)CS1 (configuration not stated),29.4%,?,?,7.1%,?,6.8%,?,?,?,11.2µM*,-7.0%
CCOc1cc(/C=N/NC(=O)C(OC)c2ccccc2)ccc1O (configuration not stated),-1.4%,0.1%,-7.5%,11.9%,8.7%,-1.1%,-2.9,-6.0%,6.3%,-18.8%,1.7%
CC(OC(=O)c1ccc(-n2cnnn2)cc1)C(=O)Nc1ccccc1F (configuration not stated),-3.5%,4.0%,-2.1%,.,6.0%,.,2.7,0.6%,-4.5%,-6.5%,-0.3%
CCc1nc2ccc(C(=O)N3CCN(c4cccc(Cl)c4)CC3)cc2nc1CC,2.2%,1.5%&-8.7%,-5.7%,18.6%,?,0.3%,5.8,0.9%[9.26 µM],2.4%,-21.5%,-5.8%
Clc1ccc(-c2ccnc(-n3cccc3)n2)s1,1.1%,?,16.2%,31.0%,?,5.4%,3.0,1.8%,1.3%,-18.9%,0.9%
CCc1ccc(NCc2cc3c(C)nn(-c4ccccc4)c3[nH]c2=O)cc1,1.5%,-13.1%,-0.4%,-44.1%,?,-5.4%,6.8,-14.0%,2.1%,-75.9%,4.1%
CCSc1nnc(NC(=O)c2ccc(Br)s2)s1,?,15.1µM*,?,6.9%,?,21.8%,?,?,?,74.4%,-3.2%

# Not a hit list; any-hit rate near 15%.
